GPR151 activ: activators of human GPR151, primary screen, cell-based, PathHunter beta-arrestin, luminescence; G-protein coupled receptor 151 (Homo sapiens), Q8TDV0; PathHunter beta-arrestin GPR151 cells; activation, % at 11.2 µM; 650,000 compounds, 1% hits; AID 1508602, 2020; in the data active = activation above about 4.9%;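 also: 0% = median of compound wells and 100% = cells with positive control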
Target sequence (Q8TDV0 whole entry, looked up): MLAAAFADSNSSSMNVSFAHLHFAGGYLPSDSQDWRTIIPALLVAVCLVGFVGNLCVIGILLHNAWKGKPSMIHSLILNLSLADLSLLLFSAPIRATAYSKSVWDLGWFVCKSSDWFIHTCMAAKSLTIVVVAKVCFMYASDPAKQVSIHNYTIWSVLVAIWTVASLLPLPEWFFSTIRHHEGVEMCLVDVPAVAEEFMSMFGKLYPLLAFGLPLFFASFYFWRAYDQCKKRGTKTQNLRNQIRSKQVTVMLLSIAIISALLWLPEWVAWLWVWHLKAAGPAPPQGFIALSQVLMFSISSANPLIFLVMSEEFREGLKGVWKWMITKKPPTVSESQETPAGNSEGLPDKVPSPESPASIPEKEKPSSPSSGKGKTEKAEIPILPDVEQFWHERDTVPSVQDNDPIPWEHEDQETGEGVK
FBW7 act: FBW7 E3 ligase activators, primary screen, biochemical, AlphaScreen, human. F-box/WD repeat-containing protein 7 (Homo sapiens), Q969H0. AlphaScreen FBW7–phospho-cyclin E peptide binding, activator screen. normalized activity (activation), % at 26.1 µM. 650,000 compounds, 0.13% hits. AID 1259310, 2017; in the data active = normalized activity above about 1.9%;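 also: purified mutant Fbw7 with reduced substrate affinity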
TEAD-YAP inh: TEAD-YAP interaction inhibition, primary screen, TEAD-YAP interaction inhibitor project, luminescence, HEK-TIYL cells; AID 1259422, 2018; 640,000 compounds, 1.4% hits; inhibition, % at 9.12 µM; TEAD-Gal4/YAP UAS-luciferase luminescence; in the data active = inhibition above about 32%;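 also: 0% = median of test compound wells and 100% = reference inhibitor wells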
MITF primary: MITF inhibitors, primary screen, biochemical, AlphaScreen, human; AlphaScreen MITF homodimerization, bead proximity signal; inhibition, % at 2.6 µM; 650,000 compounds, 0.91% hits; AID 1259374, 2018; in the data active = inhibition above about 50%;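 also: 0% = vehicle wells with protein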
Target sequence (O75030 whole entry, looked up): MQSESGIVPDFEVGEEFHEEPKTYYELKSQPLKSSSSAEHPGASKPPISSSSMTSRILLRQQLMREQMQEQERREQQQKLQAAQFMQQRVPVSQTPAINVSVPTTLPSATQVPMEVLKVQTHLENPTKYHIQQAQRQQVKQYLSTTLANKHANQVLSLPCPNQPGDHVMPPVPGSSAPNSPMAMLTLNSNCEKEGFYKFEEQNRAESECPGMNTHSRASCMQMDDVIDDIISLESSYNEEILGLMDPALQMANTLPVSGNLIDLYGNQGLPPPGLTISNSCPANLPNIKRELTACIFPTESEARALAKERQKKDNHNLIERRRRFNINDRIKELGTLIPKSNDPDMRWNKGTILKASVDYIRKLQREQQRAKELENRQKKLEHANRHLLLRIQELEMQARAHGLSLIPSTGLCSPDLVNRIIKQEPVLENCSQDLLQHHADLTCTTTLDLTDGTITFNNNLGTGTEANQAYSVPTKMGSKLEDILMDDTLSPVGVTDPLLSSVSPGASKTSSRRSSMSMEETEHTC
An asterisk follows results filed as active; & = joins results of further samples.

SMILES	GPR151 activ	FBW7 act	TEAD-YAP inh	MITF primary
OCCn1c(-c2ccc(F)cc2)nc(=S)c2c1CCCC2	-0.2	-0.1	8.3	6.6
COc1cccc(NC(=O)CN2CCN(c3nc(-c4cccc(OC)c4)cs3)CC2)c1	0.7	0.1	13.5	12.8
COc1ccccc1-c1cc(C(F)(F)F)nc(S(=O)(=O)CCCC(=O)Nc2c(F)cc(F)cc2Br)n1	-0.3	0.0	-3.5	-10.6
O=C1COc2ccccc2N1CC(=O)N(Cc1cccnc1)C1CC1	0.0	0.1	-5.2	19.4
COc1ccc(N2CCN(C(=O)c3nn(-c4cccc(OC)c4)c(=O)c4ccccc34)CC2)cc1	0.5	0.2	22.2	12.5
Ic1ccc(C2CC(c3cccs3)n3ncnc3N2)cc1 (stereo not given)	-1.9	0.0	9.5	1.6
O=S(=O)(c1ccc2c(c1)Cc1ccccc1-2)N1CCCCC1	3.0	0.1	-9.1	1.6
CCOc1ccc(N(C2=NCCCS2)S(=O)(=O)c2ccc(OC)cc2)cc1	-1.8	-0.1	-2.2	-1.6
CCOc1ccc(C2=NC(c3cccc(Cl)c3)NC(c3cc(Cl)ccc3O)C2)cc1 (stereo not given)	-0.3	-0.1	6.9	-8.2
CCOC(=O)C1CCCN(C(=O)c2cc(Cl)ccc2Cl)C1 (stereo not given)	0.4	-0.1	4.8	5.1
OCCC1CN(Cc2ccc3c(c2)OCCO3)CCN1Cc1ccsc1 (stereo not given)	-1.5	-0.1	-2.2	-17.6
Cc1ccc(N2CC(C(=O)NCc3ccccc3Cl)CC2=O)cc1 (stereo not given)	1.1	0.0	3.0	-4.0
Cc1ccc(C2C=C(c3cccs3)Nc3ncnn32)cc1 (stereo not given)	0.9	0.3	0.0	13.6
COC(=O)c1ccc(-c2cc(-c3ccc(OC)cc3)nc3c2c(=O)n(C)c(=O)n3C)cc1	-0.5	0.0	6.0	6.2
Cc1cc(C)cc(N(CC(=O)O)S(=O)(=O)c2cccnc2)c1	-0.6	-0.1	1.6	3.2
Cc1ccc(C(=O)N/C(=C/c2ccccc2)C(=O)NC(C)C(=O)O)cc1 (stereo not given)	-0.2	0.6	11.3	11.5
Cc1ccc(NS(=O)(=O)c2ccc(F)cc2)cc1C	-0.6	0.2	-13.1	-2.6
CCCCNC(=O)Cn1nc(C(F)(F)F)cc1C	0.2	0.2	0.5	10.3
Cc1cccc(N(CC(=O)NCC2CCCO2)C2=NC3CS(=O)(=O)CC3S2)c1 (stereo not given)	0.3	-0.2	-0.5	12.0
CCOC(=O)c1sc2ncn(CC(=O)Nc3cccc(OC)c3)c(=O)c2c1C	-1.7	0.8	-1.6	2.7
CC(=O)Nc1ccc(NC(=O)c2ccc(-c3c(C)noc3C)s2)cc1	1.5	0.2	-9.6	3.0
Cc1cccc(C)c1N(CC(=O)N1CCCCC1)S(C)(=O)=O	-0.1	-0.1	-1.5	2.5
c1cncc(-c2nc(-c3ccc(CN4CCOCC4)cc3)no2)c1	-2.1	0.1	-35.4	3.3
Cc1ccc(OCc2ccc(C(=O)Nc3cccc4ccccc34)cc2)cc1	0.2	0.1	-7.7	9.7
CCOC(=O)C1=NN(c2ccccc2)C(=O)C1	0.1	-0.1	12.5	4.7

(cont.)
SMILES	GPR151 activ	FBW7 act	TEAD-YAP inh	MITF primary
Cc1ccc(N=c2scc(-c3ccc4c(c3)NC(=O)CO4)n2C(C)C)cc1	-2.8	0.3	11.7	2.0
Cn1c(SCC(=O)NC(C)(C)C)nnc1-c1cccc(NC(=O)c2ccccc2F)c1	-1.8	0.5	0.1	14.2
COc1ccc(S(=O)(=O)N(C)CC(=O)NC2CCCC2)cc1C	-0.6	0.0	-5.7	6.9
Cn1c(=O)c2ccccc2n2c(SCC(=O)Nc3ccc(F)cc3)nnc12	-0.6	-0.1	5.5	9.6
NC(=S)N/N=C/c1cc2c(cc1[N+](=O)[O-])OCO2	0.0&2.2	1.3&0.0	5.4&-2.6	16.9&-0.1
Cc1nc2c(C(=O)NC3CCCC3)cnn2c(C)c1Cc1ccc(F)cc1Cl	1.3	-0.1	11.6	5.9
COC(=O)Cc1csc(Nc2ccccc2Cl)n1	-1.1	-0.1	-66.3	0.7
CCc1ccc(NC(=O)CN2C(=O)C(=O)N(Cc3ccccc3)C2=O)cc1	-0.3	-0.1	15.5	-3.5
COCCCn1c2c(c(=O)[nH]c1=O)C(c1ccc(Cl)cc1)C1=C(N2)c2ccccc2C1=O (stereo not given)	1.3	0.0	8.5	1.9
COC(=O)c1cc(Cl)c(NC(=O)COc2ccccc2Cl)cc1OC	-1.8	-0.1	-3.7	1.8
COc1ccc(NC(=O)CN(C)S(=O)(=O)c2ccc3c(c2)C(C)(C)C(=O)N3C)cc1	-0.3	0.1	5.9	12.6
CC(C)(C)C1CCc2nc(SCc3ccccc3Cl)c(C#N)c(-c3ccccc3)c2C1 (stereo not given)	1.5	0.0	0.1	5.4
CCOc1cccc2c1OC(c1cc(OC)c(OC)c(OC)c1)N1N=C(c3cccc(OC)c3)CC21 (stereo not given)	-0.6	0.1	-0.9	2.1
Cc1ccccc1OCC(=O)Nc1nn2c(C)nnc2s1	-7.3	-0.3	-2.8	2.4
CCCN1CCC2(CC1)CC2C(=O)N1CCN(Cc2cccs2)CC1 (stereo not given)	-0.1	0.0	-5.1	5.3
CCN1CCc2c(sc(NC(=O)c3ccc(-c4ccccc4)cc3)c2C(N)=O)C1	0.5	0.0	-10.8	3.3
COc1cc2sc(=NC(=O)CCS(=O)(=O)c3ccccc3)n(C)c2cc1OC	-0.6	-0.1	-4.0	2.3
CC(C)(C)C(=O)Nc1cc(NC(=O)C(C)(C)C)cc(C(=O)Nc2ccc(I)cc2)c1	0.1	0.0	-5.4	-3.4
O=C(NC(C(=O)Nc1cccc(Cl)c1)c1ccc(Cl)cc1)c1ccccc1Cl (stereo not given)	-1.7	0.2	-4.9	4.9
C=CCn1c(SCC(=O)Nc2sc3c(c2C(=O)OCC)CCC3)nc2ccccc2c1=O	-0.4	0.1	-8.0	-11.6
CCCCCCNC(=O)CCNS(=O)(=O)c1ccc(C)cc1	0.8	0.0	0.8	2.8
COc1cccc(OCCCn2c(-c3ccc(Cl)cc3)nc3ccccc3c2=O)c1	-0.7	-0.1	-3.5	-5.1
CCc1nnc(NS(=O)(=O)c2ccc(NC(=O)CCCN3C(=O)c4cccc5cccc(c45)C3=O)cc2)s1	-1.6	-0.1	-13.7	2.6
Nn1c(SCC(=O)NCc2ccccc2)nncc1=O	1.5	0.0	-9.0	-0.5
Cc1c(C(=O)Oc2ccc(Cl)cc2)sc2ncn(Cc3ccccc3F)c(=O)c12	1.1	-0.2	-4.3	1.9

Arranged by formula weight (high to low): part of the list above.
SMILES	GPR151 activ	FBW7 act	TEAD-YAP inh	MITF primary
CC(C)(C)C(=O)Nc1cc(NC(=O)C(C)(C)C)cc(C(=O)Nc2ccc(I)cc2)c1	0.1	0.0	-5.4	-3.4
CC(C)(C)C1CCc2nc(SCc3ccccc3Cl)c(C#N)c(-c3ccccc3)c2C1 (stereo not given)	1.5	0.0	0.1	5.4
COc1ccc(NC(=O)CN(C)S(=O)(=O)c2ccc3c(c2)C(C)(C)C(=O)N3C)cc1	-0.3	0.1	5.9	12.6
COc1ccc(S(=O)(=O)N(C)CC(=O)NC2CCCC2)cc1C	-0.6	0.0	-5.7	6.9

Molecules from the list above that contain a tert-butyl group, in the order listed:
SMILES	GPR151 activ	FBW7 act	TEAD-YAP inh	MITF primary
Cn1c(SCC(=O)NC(C)(C)C)nnc1-c1cccc(NC(=O)c2ccccc2F)c1	-1.8	0.5	0.1	14.2
CC(C)(C)C1CCc2nc(SCc3ccccc3Cl)c(C#N)c(-c3ccccc3)c2C1 (stereo not given)	1.5	0.0	0.1	5.4
CC(C)(C)C(=O)Nc1cc(NC(=O)C(C)(C)C)cc(C(=O)Nc2ccc(I)cc2)c1	0.1	0.0	-5.4	-3.4

Five records drawn at random from those above, as already listed:
SMILES	GPR151 activ	FBW7 act	TEAD-YAP inh	MITF primary
Cc1c(C(=O)Oc2ccc(Cl)cc2)sc2ncn(Cc3ccccc3F)c(=O)c12	1.1	-0.2	-4.3	1.9
CCN1CCc2c(sc(NC(=O)c3ccc(-c4ccccc4)cc3)c2C(N)=O)C1	0.5	0.0	-10.8	3.3
CCOc1cccc2c1OC(c1cc(OC)c(OC)c(OC)c1)N1N=C(c3cccc(OC)c3)CC21 (stereo not given)	-0.6	0.1	-0.9	2.1
C=CCn1c(SCC(=O)Nc2sc3c(c2C(=O)OCC)CCC3)nc2ccccc2c1=O	-0.4	0.1	-8.0	-11.6
COc1cc2sc(=NC(=O)CCS(=O)(=O)c3ccccc3)n(C)c2cc1OC	-0.6	-0.1	-4.0	2.3

New compounds follow.
SMILES	GPR151 activ	FBW7 act	TEAD-YAP inh	MITF primary
Cc1cccc(C(=O)Nc2ccc(NC(=O)c3cc4ccccc4o3)cc2)c1	0.4	-0.3	4.6	-6.0
Cc1cccc(C)c1NC(=O)N1CCN(c2nc3ccccc3s2)CC1	-0.4	0.1	1.6	-7.2
Cc1cc2c(o1)c1cnn(C(C)C(N)=O)c(=O)c1n2C (stereo not given)	-0.1	-0.2	1.9	-3.7
Cc1ccc(-c2c(C(=O)NCCC3=CCCCC3)oc(=O)c3ccccc23)cc1	-1.4	0.1	5.1	10.2
O=c1[nH]ncc(N/N=C\c2ccc([N+](=O)[O-])cc2)c1Cl	0.1	0.1	-1.5	16.2
COc1ccc(C2Nc3ccc(Br)cc3-c3nnc(SC)nc3O2)cc1O (stereo not given)	0.5	-0.1	0.4	3.8
Cc1cc(=O)c(OCc2ccccc2F)cn1CC(=O)N1CCCC1	1.2	0.0	0.0	-3.4
CCCC1=C(C(=O)OCC)C(c2ccc(Br)cc2)NC(=O)N1 (stereo not given)	1.0	0.0	13.3	14.2
CCN(CC)c1ccc(CN2CCc3c(nc(C)[nH]c3=O)C2)c(O)c1	-0.5	0.1	5.7	-0.3
COc1ccc2c(c1)-c1nc(NC(=O)c3ccccc3OC)sc1CC2	0.1	0.2	0.7	-6.6
CC1CCC2(CC1)NC(=O)N(CC(=O)c1ccc(F)c(F)c1)C2=O (stereo not given)	0.2	0.0	4.8	4.7
CCC(CC)c1nnc(NC(=O)CCN2C(=O)c3ccccc3C2=O)s1	1.4	0.2	5.4	5.7
COc1ccc(C)cc1NC(=O)Cn1cnc2sc(C)c(S(=O)(=O)N3CCOCC3)c2c1=O	-1.8	0.0	-4.5	2.7
CC(=O)Nc1ccc(SCC(=O)Nc2sccc2C(N)=O)cc1	-0.8	-0.2	-7.0	-2.1
O=C(O)CC12CC3CC(C1)CC(n1ncc(NCc4ccccc4)c(Cl)c1=O)(C3)C2	1.2	0.0	18.2	7.2
CCOc1ccc(Cc2nc3ccccc3[nH]2)cc1	0.5	0.0	-18.0	-23.7
CC(C)n1cnc2c(NCc3cccnc3)nc(-c3ccc(N4CCOCC4)nc3)nc21	-0.8	-0.1	7.8	9.9
CCOc1cc(=O)[nH]c2ccc(OC)cc12	-1.8	0.6	6.1	3.4
O=S(=O)(NC(=S)c1ccccc1)c1ccc(I)cc1	-0.1	-0.2	-6.0	0.7
CCC(=O)N1CCc2cc(S(=O)(=O)NC3CCCC3)ccc21	0.5	0.0	-6.1	-8.1
COc1ccc(/C=C2\N=C(c3ccccc3)OC2=O)cc1	-0.8	-0.1	2.9	-0.2
CC(C)(C)c1ncn(-c2ccc(Nc3nccc(-c4cc(Cl)nc(Cl)n4)n3)cc2)n1	-0.3	0.6	11.6	3.6
COc1ccc2oc(=O)c(C(=O)Nc3cccc(Cl)c3)cc2c1	-0.1	-0.1	-11.3	-2.2
CN(CC(O)COc1ccccc1)C1CCCCC1 (stereo not given)	0.9	0.1	-1.0	1.1
COc1ccc(-c2nc3nc(C)c(Cl)c(C)n3n2)cc1	0.7	0.1	-28.1	17.8
CC1CCCC(NC(=O)c2n[nH]c(=O)c3ccccc23)C1C (stereo not given)	-0.1	-0.1	-3.8	16.8
CC1(C)CC(=O)C2=C(C1)N(CCN1CCOCC1)C1=C(C(=O)CC(C)(C)C1)C2c1ccc(Cl)cc1	-1.4	0.0	-3.5	-5.1
Cc1cccc(N2C(=O)NC(=O)/C(=C\c3ccc(O)c(Cl)c3)C2=O)c1	-0.2	0.0	2.4	-5.6
CCC(Sc1nc2cc3c(cc2c(=O)n1CCC(=O)NCc1ccc2c(c1)OCO2)OCO3)C(=O)NCc1cccnc1 (stereo not given)	-0.2	-0.1	-0.9	-9.4
CCOC(=O)N/N=C(\C)c1ccc(Cl)s1	-1.0	0.0	-17.8	-7.7

Copied from the list:
Result of `Cc1ccc(N2CC(C(=O)NCc3ccccc3Cl)CC2=O)cc1` (stereo not given) in FBW7 act: 0.0
Result of `Cc1cccc(N2C(=O)NC(=O)/C(=C\c3ccc(O)c(Cl)c3)C2=O)c1` in GPR151 activ: -0.2

High-throughput results from PubChem BioAssay.
